Source: PubChem BioAssay
HP1b chromo inh: inhibitors of HP1-beta chromodomain binding to methylated histone tails | P83916 | AlphaScreen HP1-beta / biotin-H3K9me3 peptide binding | Potency, µM (series often up to 114 µM), inactives show at the highest dose activity change, negative = inhibition, actives largely listed as inhibitors | 390,000 tested, 0.56% active | AID 540317; also: nearly all actives have a fitted effect of over 70% in size; inactives centre near 23
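Compound inhibition of the preformed complex between 50 nM HP1-beta and 50 nM biotinylated H3K9me3 peptide was read by AlphaScreen. Buffer was PBS pH 7.4 with 0.01% Tween-20. Incubations ran 30 min at room temperature, with 10 ug/mL donor/acceptor beads.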
JMJD2A Tudor inh: inhibitors of human JMJD2A Tudor domain | 390,000 tested, 4.4% active | AID 504339 | Potency, µM (doses to about 114 µM), for the others: at the highest dose activity change, negative = inhibition, usual class: inhibitors | AlphaScreen JMJD2A-Tudor / H3K4me3 peptide binding; also: % is scaled to controls: 0 for no effect and ±100 for the full control effect; nearly all actives have a fitted effect of over 50% in size
GLS inhibitor: blocks human kidney-isoform glutaminase activity; 410,000 tested, 0.21% active; O94925; GLS enzymatic activity, qHTS titration; Potency, µM (highest dose often 45.5 µM), for inactives: at the top dose activity change, negative = inhibition, most hits filed as inhibitors; AID 624170; also: % is scaled to controls: 0 for no effect and ±100 for the full control effect
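hKGA; 45 mM KH2PO4 pH 8.2 + 0.02% Tween-20; cpd via pin tool; 1 mM Gln soln; GluOx/HRP/Amplex Red; RT 30 min; fluor. t0 & final.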
Pol iota inh: DNA polymerase iota (human) inhibition; 390,000 tested, 1% active; Potency, µM (titrated, usually from 115 µM), inactives show at the highest dose activity, negative = inhibition, usual class: inhibitors; Pol iota fluorescent replication assay, 10 min
Target sequence (Q9UNA4 whole entry, looked up): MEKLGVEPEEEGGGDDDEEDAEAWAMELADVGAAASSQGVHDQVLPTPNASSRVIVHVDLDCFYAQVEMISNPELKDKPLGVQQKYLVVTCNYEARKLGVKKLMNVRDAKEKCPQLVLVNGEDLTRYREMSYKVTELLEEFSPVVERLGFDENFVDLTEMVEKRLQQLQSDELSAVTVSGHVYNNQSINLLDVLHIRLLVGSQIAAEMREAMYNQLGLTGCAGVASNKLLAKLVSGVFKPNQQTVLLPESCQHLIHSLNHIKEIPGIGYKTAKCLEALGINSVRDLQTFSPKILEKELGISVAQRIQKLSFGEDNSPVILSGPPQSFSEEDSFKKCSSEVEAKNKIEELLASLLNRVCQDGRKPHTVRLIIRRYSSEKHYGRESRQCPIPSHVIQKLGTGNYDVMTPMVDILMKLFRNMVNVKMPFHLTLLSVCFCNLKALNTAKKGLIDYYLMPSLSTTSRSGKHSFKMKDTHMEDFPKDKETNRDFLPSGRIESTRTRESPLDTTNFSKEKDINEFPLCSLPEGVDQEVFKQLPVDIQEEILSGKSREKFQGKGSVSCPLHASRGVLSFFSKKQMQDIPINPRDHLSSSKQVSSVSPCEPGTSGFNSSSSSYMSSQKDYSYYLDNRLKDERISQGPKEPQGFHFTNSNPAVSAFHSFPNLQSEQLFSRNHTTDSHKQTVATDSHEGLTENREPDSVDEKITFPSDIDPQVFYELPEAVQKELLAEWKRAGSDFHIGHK
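Fluorescent replication assay read twice, at 0 min and 10 min after adding 50 nM (final) substrate. Enzyme (10 nM) and compounds were first incubated 15 min at room temperature; enzyme-free buffer wells were negative controls.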
Pin1 inhibitor: inhibitors of human Pin1 | Q13526 | Pin1 FP peptide displacement, HiFluor488, 10 min | Potency, µM (titrated, usually from 115 µM), inactives show at the highest dose activity, negative = inhibition, usual class: inhibitors | 390,000 tested, 0.009% active; active = well fitted inhibition curve with a large enough effect in the polarisation, with a control signal flat, not every such curve was filed as active; inconclusive = small, poorly fitted or top-dose-only effect, or effect the other way, or a change in a side signal; inactive = no such curve, though single readings can be large or run the other way; the % refers to the polarisation; also: % is scaled to controls: 0 for no effect and ±100 for the full control effect
BAZ2B inh: blocks human BAZ2B; Q9UIF8; Potency, µM (series often up to 114 µM), for the others: at the top dose activity change, negative = inhibition, hits mostly inhibitors; 360,000 tested, 4.4% active; AlphaScreen BAZ2B-H3K14Ac peptide displacement; also: % is scaled to controls: 0 for no effect and ±100 for the full control effect; nearly all actives have a fitted effect of over 60% in size
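AlphaScreen luminescence quantifies BAZ2B engagement of H3K14Ac peptide; the protein and biotinylated peptide are both at 50 nM final, buffer PBS pH 7.4 with 0.01% Tween-20, all steps at room temperature.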
BLM helicase inh: blocks DNA unwinding by human BLM helicase | P54132 | recombinant BLM DNA unwinding, fluorescence dequenching | Potency, µM (titrated, usually from 56.1 µM), without a hit: top-dose activity change, negative = inhibition, actives largely listed as inhibitors | 350,000 tested, 0.2% active | AID 2528;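 also: plate controls were vehicle for no effect and no enzyme for full effect; nearly all actives have a fitted effect of over 35% in size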
G9a inh: blocks human histone lysine methyltransferase G9a; Q96KQ7; G9a H3K9 monomethylation, AlphaScreen, 2 h; Potency, µM (series often up to 102 µM), for inactives: at the highest dose activity, negative = inhibition, actives largely listed as inhibitors; 350,000 tested, 8.8% active; also: % is scaled to controls: 0 for no effect and ±100 for the full control effect; nearly all actives have a fitted effect of over 75% in size
Target sequence (Q96KQ7 913-1193 limits assumed): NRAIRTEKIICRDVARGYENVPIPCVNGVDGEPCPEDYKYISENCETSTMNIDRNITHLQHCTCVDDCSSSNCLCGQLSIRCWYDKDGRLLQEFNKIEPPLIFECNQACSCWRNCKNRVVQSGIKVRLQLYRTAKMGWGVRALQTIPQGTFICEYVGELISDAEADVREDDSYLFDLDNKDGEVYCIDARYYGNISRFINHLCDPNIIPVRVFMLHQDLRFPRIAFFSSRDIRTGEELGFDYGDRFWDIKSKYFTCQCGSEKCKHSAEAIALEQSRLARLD
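G9a (20 nM) was preincubated 15 min with compound, then reacted 2 h at room temperature with 500 nM biotin-H3K9 peptide and 20 µM SAM. Monomethyl-H3K9 detected by AlphaScreen using anti-H3K9me1 antibody.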
Tb PGK inh: inhibitors of T. brucei phosphoglycerate kinase; P07378; PGK/GAPDH coupled, Kinase-Glo luminescence, 60 min; Potency, µM (doses to about 57.5 µM), for inactives: top-dose activity change, negative = inhibition, most hits filed as inhibitors; 380,000 tested, 0.043% active; also: % is scaled to controls: 0 for no effect and ±100 for the full control effect; nearly all actives have a fitted effect of over 60% in size
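Luminescent ATP detection (Kinase-Glo Plus) follows a 60-minute room-temperature incubation, with wells lacking PGK as controls. Buffer: 100 mM TEA (pH 7.6), 5 mM MgCl2, 0.01% Tween-20. Coupling enzyme GAPDH (100 nM final) supplies unstable 1,3-BPG in-well.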
Starred values were filed as active, the others as inactive; i = inactive; u = inconclusive; x = not tested or not shown; & = joins results of further samples; [ ] = remark or other dose. Unless noted, calls follow the shape of the dose curve; as a rule, active = well fitted curve in the direction sought with a large enough effect; inconclusive = small, poorly fitted or top-dose-only effect, or another doubt; inactive = no such curve, though single readings can be large; an effect the other way counts as inactive or inconclusive. Potency is read from the fitted curve at half-maximal effect. These rows are one share of the data, so the mix of outcomes need not match the whole.

SMILES	HP1b chromo inh	JMJD2A Tudor inh	GLS inhibitor	Pol iota inh	Pin1 inhibitor	BAZ2B inh	BLM helicase inh	G9a inh	Tb PGK inh
Cc1c(/C(O)=C2/C(=O)C(=O)N(Cc3cccnc3)C2c2cccs2)cnn1-c1ccccc1 (stereo unspecified)	16.5%	-24.8%	11.3%	30.1%[activator]	u	-31.3%	0.3%	u	-2.3%
O=C(NC1CCCCC1)C(c1cccs1)N(CC1CCCO1)C(=O)c1csnn1 (stereo unspecified)	4.2%	-19.4%	-7.6%	-11.6%	-17.2%	2.1%	-4.4%	-7.4%	i
CN(C)C=NC(=O)c1cn(-c2ccc(F)cc2)c(=O)c2ccccc12	44.6%[activator]	-7.7%	-12.7%	u	-13.3%	1.6%	-1.7%	1.2%	-2.9%
CC1CCN(C(=O)CCCl)c2ccccc21 (stereo unspecified)	33.9%	-1.4%	-18.0%	41.3%[activator]	-5.5%	x	x	x	-0.4%
COc1ccc(-c2csc(-c3cccs3)n2)c(OC)c1	130.1%[activator]	94.5%[activator]	12.1%	-22.1%	4.4%	93.8%[activator]	-9.6%	89.7%[activator]	i
Cc1cccc(NC(=O)Cn2c(=O)n(C)c3ccccc32)c1	26.5%	-13.4%[57.1 µM]	-3.6%	28.9%	-1.4%	-2.8%	-2.1%	10.4%[59 µM]	-0.3%
CCN(CCNC(=O)C1CCCN(S(=O)(=O)CC)C1)c1ccccc1 (stereo unspecified)	8.4%	-11.6%	13.9%	11.1%	1.5%	-8.7%	3.1%	u	8.7%
CCCn1nc(-c2nnc(-c3ccc(C)c(C)c3)o2)c2ccccc2c1=O	10.9%	-1.5%	28.0%	16.6%	-2.1%	-3.5%	2.7%	6.9%	-3.3%
CN(C)c1ccc(NC(=O)COC(=O)Cn2nnc3ccccc32)cc1	-5.5%	-27.1%	38.6%[activator]	8.0%	1.7%	-35.5%	0.2%	39.8µM*	5.3%
COc1cc(C(=O)NCCCNc2ccc([N+](=O)[O-])cc2)cc(OC)c1OC	12.9%	-16.8%	5.5%	8.7%	-5.0%	-3.6%	2.5%	16.0%[59 µM]	2.9%
O=C(O)/C=C/c1ccc(-c2cccc(C(F)(F)F)c2)o1	47.8%[activator]	-20.3%	-8.6%	-1.3%	13.8%	-1.4%	-1.4%	44.7µM*	-6.2%
CC1C(c2ccccc2)=[N+]([O-])C2(CCCC2)N1O (stereo unspecified)	47.4%[activator]	-0.8%[57.1 µM]	21.9%	17.7%	0.4%	-15.9%	0.4%	-15.3%[59 µM]	-3.8%
CCN(CC(=O)Nc1cc(Cl)ccc1C)C(=O)CCS(=O)(=O)c1ccc(Cl)cc1	39.8%[activator]	-11.8%	-2.9%	28.1%	9.0%	-1.4%	1.3%	u	-0.8%
COc1ccccc1CNc1nc2ccccc2c2nc(-c3cccnc3)nn12	6.7%	8.4%	-13.1%	-4.1%	1.7%	2.2%	-3.6%	7.1%[59 µM]	-7.5%
O=C(NCCc1ccccc1)c1ccc(Cl)c(S(=O)(=O)N2CCOCC2)c1	24.6%	-3.0%	4.8%	11.4%	-0.9%	-15.0%	-2.6%	1.8%	2.0%
CCN(CC)C(=O)COc1cc(C)c(Cl)c(C)c1	11.1%	-12.3%	5.2%	58.9%[activator]	-5.0%	-1.9%	1.7%	22.9%[59 µM]	x
COC(=O)C1(Cc2ccc(O)cc2)OC(=O)C(O)=C1c1ccc(O)cc1 (stereo unspecified)	-25.9%	56.2µM*	-17.1%	12.6µM*	-20.1%	79.4µM*	-3.4%	u	u
COc1cccc(CN(C(=O)c2cc3ccccc3oc2=O)C2CC2)c1	35.1%	-19.8%	-2.6%	3.8%	-2.5%	-0.5%	-1.1%	14.4%[59 µM]	-1.9%
CCOC(=O)N1CCN(S(=O)(=O)c2cc([N+](=O)[O-])ccc2C)CC1	56.4%[activator]	7.5%	1.0%	-3.9%	-1.9%	-25.5%	-1.4%	u	-10.6%
C=CCN1C(=O)C2C(C(=O)NC3CCCC3)C3C=CC2(O3)C1C(=O)NC1CCCC1 (stereo unspecified)	-18.5%	-18.5%	-3.5%	10.2%	0.3%	-13.9%	-1.3%	22.2%	4.9%
Cn1c(=O)c2c(nc(N3CCOCC3)n2Cc2ccccc2F)n(C)c1=O	30.1%	4.5%	-1.0%	21.2%	7.8%	1.1%	-3.2%	8.9%[59 µM]	-0.7%
O=C(COC(=O)c1cc(Cl)ccc1[N+](=O)[O-])Nc1cccc2ccccc12	26.8%	1.1%[57.1 µM]	7.3%	1.2%	-0.5%	-38.6%	-0.4%	u	i
CN(C)CC(C)(C)CNS(=O)(=O)c1cccc2nsnc12	9.5%	-6.9%	-11.1%	10.2%	-4.2%	6.7%	0.8%	8.3%	-17.4%
O=C1c2ccccc2[C@@H]2C[C@@H](O)[C@H](Nc3ccccc3-c3ccccc3)CCN12	19.3%	-15.8%	17.7%	4.0%	0.0%	x	x	x	1.9%
CCn1c(-c2ccc[nH]c2=O)nc2ccccc21	57.5%[activator]	-8.5%	-5.3%	-14.5%	0.5%	-0.4%	-2.8%	15.8%	i
The list goes on.
SMILES	HP1b chromo inh	JMJD2A Tudor inh	GLS inhibitor	Pol iota inh	Pin1 inhibitor	BAZ2B inh	BLM helicase inh	G9a inh	Tb PGK inh
CCC(C)NC(=O)CS(=O)Cc1nc(-c2ccccc2C)oc1C (stereo unspecified)	71.2%[activator]	-11.1%	-2.0%	12.4%	4.3%	9.8%	0.0%	u	i
O=C(Cc1ccc(-n2cccc2)cc1)N1CCN(c2ccccc2F)CC1	u	35.5µM*	-4.3%	u	-1.0%	50.1µM*	-8.0%	50.1µM*	-9.0%
O=S(=O)(NCc1ccc(F)cc1)c1ccc(-c2cnc(C3CC3)o2)cc1	78.9%&41.1%[activator]	-16.2%&-3.3%	-6.4%&-21.5%	-5.2%&1.2%	1.0%&-3.7%	-16.0%&-12.7%	-2.4%&-3.2%	15.1%	-6.3%
COc1cc(/C=N/NC(N)=S)cc(Br)c1OCc1ccccc1F	11.7%	-17.6%	14.5%	11.6%	4.7%	-8.1%	-5.5%	21.2%[59 µM]	0.3%
CCC(=O)Oc1ccc(C2NC(=O)c3ccccc3O2)cc1OC (stereo unspecified)	10.7%	u	14.0%	143.3%[activator]	-8.5%	-3.7%	-3.1%	10.4%	9.9%
COc1ccc(/C=N/N=C2/NC(=O)C(CC(=O)O)S2)cc1OCc1ccc(Cl)cc1Cl (stereo unspecified)	-16.6%	u	-1.5%	-24.1%	u	50.1µM*	-7.8%	79.4µM*	-20.7%
O=C(c1ccc(F)cc1)N1CCN(c2ccc([N+](=O)[O-])c(N3CCCCC3)c2)CC1	-16.0%	u	1.3%	11.4%	-0.9%	u	-6.5%	28.2µM*	x
CC(=O)CSc1nc2ccccc2o1	-14.1%	-11.8%[57.1 µM]	-2.4%	-0.5%	-0.3%	-0.9%	-2.4%	u	-6.7%
C[C@@H](C(=O)Nc1ccc2ccccc2c1)[C@H]1C[C@]1(C)[C@H](NC(=O)OCc1ccccc1)c1ccccc1	35.2%	-18.9%	-12.4%	u	41.1%[activator]	-6.1%	-21.0%&-14.9%	-45.7%	-1.1%
Cc1ccc(OCCOc2cccc(/C=N/NC(N)=O)c2)cc1	18.7%	-7.0%	3.8%	20.5%	-1.1%	-27.0%	2.4%	u	10.5%
COc1ccc(CCN(C)C(=O)CNC(=O)c2ccc3c(c2)OCO3)cc1OC	27.2%	-5.1%	6.0%	0.4%	1.8%	-37.9%	-8.8%	5.0%	-1.2%
Cc1ccc(N2CCN(c3nc4ccccc4c4nnc(C)n34)CC2)c(C)c1	32.1%	u	-13.3%	11.2%	3.0%	-11.8%	-3.2%	-31.1%[59 µM]	3.3%
COc1ccc(S(=O)(=O)N(C)c2ccc(C(N)=O)cc2)cc1	21.0%	-3.7%	-0.1%	24.2%	-0.7%	2.0%	-3.4%	-2.1%[59 µM]	-4.8%
CCOC(=O)c1ccc2nc(C)c3c(c2c1)OC(C)C3 (stereo unspecified)	31.4%	-2.9%	-10.4%	-0.4%	6.1%	7.0%	-3.5%	-47.5%[59 µM]	-0.8%
O=C(NCc1cccs1)c1ccccc1C(=O)NCc1cccs1	31.7%[activator]	-4.0%	1.7%	11.3%	-1.2%	2.4%	-2.8%	2.6%	i
N/C(=N\OC(=O)CCc1ccccc1)c1ccccc1Cl	57.4%[activator]	65.6%[activator]	-2.2%	7.0%	-6.6%	78.5%[activator]	-2.9%	6.5%	-3.3%
COc1ccc2nc(SCC(=O)NCC3CCCO3)c(C#N)cc2c1 (stereo unspecified)	16.7%	-11.6%	9.0%	16.2%	19.0%	10.5%	3.3%	13.6%	-7.2%
Cc1ccc(OCc2nnc(SCC(=O)Nc3sc(C)c(C)c3C#N)n2C)cc1	22.6%	-8.6%	12.1%	1.7%	10.6%	-4.0%	-5.4%	0.7%	-7.3%
CC1(C)Cc2nc3sc4c(=O)n(CC(=O)NCc5ccccc5)cnc4c3cc2CO1	25.3%	-9.6%	-7.1%	23.8%	0.3%	15.8%	0.0%	-12.5%[0.0925 µM]	0.7%
O=C1CSC(c2cccc([N+](=O)[O-])c2)N1c1ccccc1 (stereo unspecified)	21.2%	-13.6%	4.4%	24.0%	2.3%	-17.1%	-5.3%	-2.5%	1.9%
CCCN(CCC)C(=O)NC1CC(=O)N(c2ccc(OC)cc2)C1 (stereo unspecified)	24.6%	-0.7%	-6.8%	-12.3%	-6.5%	-3.8%	-0.7%	-5.7%	-7.4%

Ordered by the number under Pin1 inhibitor (lowest first): some entries from above.
molecule,HP1b chromo inh,JMJD2A Tudor inh,GLS inhibitor,Pol iota inh,Pin1 inhibitor,BAZ2B inh,BLM helicase inh,G9a inh,Tb PGK inh
Cc1ccc(OCCOc2cccc(/C=N/NC(N)=O)c2)cc1,18.7%,-7.0%,3.8%,20.5%,-1.1%,-27.0%,2.4%,u,10.5%
CC(=O)CSc1nc2ccccc2o1,-14.1%,-11.8%[57.1 µM],-2.4%,-0.5%,-0.3%,-0.9%,-2.4%,u,-6.7%
CC1(C)Cc2nc3sc4c(=O)n(CC(=O)NCc5ccccc5)cnc4c3cc2CO1,25.3%,-9.6%,-7.1%,23.8%,0.3%,15.8%,0.0%,-12.5%[0.0925 µM],0.7%
